TTR transcr act – TTR transcription activation, primary screen. hit rate 1.3% among 92,000. SH-SY5Y TTR promoter Gaussia luciferase, luminescence; 100% = recombinant luciferase protein wells. activation, % at 16.7 µM;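 active = activation above the mean of all tested compounds plus 3 SD, cut at about 9.5% in these data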;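 note: cells exposed to compounds for one day before reading; 0% = median of all test compound wells on the plate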
Active calls of the source: *.

The first two records, to show the layout:
TTR transcr act | structure
-0.6 | Cc1cccc(CC2CC(=O)N(c3ccccc3)C2=O)c1 (stereo not drawn)
-0.6 | Cc1cccc(NC(=S)N2CCC(C(=O)c3ccc(F)cc3)CC2)c1

The list itself, previewed entries included:
TTR transcr act | structure
-0.6 | Cc1cccc(CC2CC(=O)N(c3ccccc3)C2=O)c1 (stereo not drawn)
-0.6 | Cc1cccc(NC(=S)N2CCC(C(=O)c3ccc(F)cc3)CC2)c1
3.2 | O=c1[nH]c(CN2CCCCC2)nc2c1C1(CCCCC1)Cc1ccccc1-2
-0.4 | COc1ccc(CN2CCN(C(=O)c3ccco3)CC2)cc1OCc1ccccc1
-2.1 | CCC[C@H]1[C@@H](OC(=O)N2CCN(c3ccccc3)CC2)CC[C@@]23CCCN2C(=O)CCC[C@@H]13
-1.5 | NC(N)=Nc1nc(C2COc3ccccc3O2)cs1 (stereo not drawn)
0.3 | COc1ccccc1NC(=O)/C=C/c1cc([N+](=O)[O-])ccc1OC(F)F
5.3 | CCOc1cc(C)nc(NCc2ccccc2)n1
-1.5 | CCCCN(C)CCCNC(=O)c1ccc2c(c1)N(CC)C(=O)c1ccccc1S2=O (stereo not drawn)
-0.8 | CCn1c(=S)[nH]c2c(c1=O)C(C)(C)Cc1ccccc1-2
0.0 | CC(C)N(Cc1ccccc1)C(=O)CN1C(=O)NC2(CCCc3ccccc32)C1=O (stereo not drawn)
1.7 | COc1ccc(NC(=O)CN(c2cccc(C(F)(F)F)c2)S(C)(=O)=O)cc1OC
-1.1 | Cc1ccc(-n2[nH]c(=O)c(-c3ccccn3)c2C)cc1
-2.8 | Cc1csc(SCc2nnc(-c3ccc(Cl)cc3)o2)n1
-0.6 | O=C(COC(=O)c1cc(S(=O)(=O)N2CCOCC2)ccc1F)Nc1ccccc1C(F)(F)F
-4.3 | Cc1cccc(S(=O)(=O)NC(=O)C2(C)CCN2C(=O)Cc2ccc(-c3ccccc3)cc2)c1 (stereo not drawn)
-0.5 | O=c1c2c3nc4ccccc4nc3n(CCN3CCOCC3)c2ncn1CCN1CCOCC1
0.1 | O=C(Nc1cccnc1)c1ccc(Cl)cc1[N+](=O)[O-]
-2.1 | O=C1CC2(CCN1)CCN(Cc1ccccc1)CC2
5.5 | Cc1csc(N(C(=O)CCNC(=O)c2ccc([N+](=O)[O-])cc2)c2ccccc2)n1
-0.6 | Cc1c(/C=C2\SC(=O)N(CC(=O)Nc3ccc4c(c3)OCO4)C2=O)c2ccccc2n1C
0.6 | c1coc(-c2nnc(-c3cccs3)o2)c1
1.2 | Cc1ccc(S(=O)(=O)NNC(=S)Nc2cccc(C)c2C)cc1
-0.3 | N/C(=N\OC(=O)c1ccc([N+](=O)[O-])cc1Cl)c1ccccn1
-0.3 | COCCSc1nc2c(c(=O)[nH]c(=O)n2C)n1CCC(C)C
2.4 | CC(C)(C)c1ccc(COn2ccnc2)cc1
1.5 | Cc1ccc(S(=O)(=O)C(C#N)c2nc3ccccc3nc2N2CCCC2)cc1C (stereo not drawn)
0.4 | Cc1c(CC(C)C)nc(N)c(C#N)c1-c1ccccc1
-1.3 | COc1cccc2c1C(=O)CC1C2CCC2CC(=O)CCC21C (stereo not drawn)
-0.7 | CN(Cc1nc2ccccc2n1C)S(C)(=O)=O
-0.3 | COc1ccc([N+](=O)[O-])cc1NC(=O)c1cccnc1
4.0 | CCOc1ccc(NC(=O)CC(NCc2ccccn2)C(=O)O)cc1 (stereo not drawn)
-1.6 | CC(c1ccccc1)C(CC(=O)O)C(=O)NC1CCCCC1 (stereo not drawn)
-1.6 | CC(=O)c1c(C)[nH]c(C(=O)CSc2nc3ccccc3c(=O)n2CCCO)c1C
-0.8 | CCc1ccc(C#CC2=CC(=O)CC(C)(C)C2)cc1
-4.7 | CS(=O)(=O)c1ccc2nc(NC(=O)Nc3cccc(Cl)c3)sc2c1
-1.2 | CC1CCC(NC(=O)COC(=O)c2ccc3ncsc3c2)CC1 (stereo not drawn)
6.1 | CCCS(=O)(=O)c1c(S(=O)(=O)CCC)c2ccc(C(N)=O)cn2c1C(=O)c1ccc(OC)cc1
-0.7 | COc1ccc(-c2nc(=S)c3c(n2Cc2cccnc2)CC(C)(C)OC3)cc1
-1.5 | N#Cc1ccc(-c2ccccc2)nc1SCC(=O)c1cccc(Cl)c1
2.2 | CN1CCN(C(=S)c2ccc([N+](=O)[O-])cc2)CC1
-1.4 | CCOC(=O)CN(C(=O)CNC(=O)c1ccco1)C(C(=O)NC1CCCCC1)c1cccs1 (stereo not drawn)
-0.6 | Cc1ccc(S(=O)(=O)NC(=O)C2(C)CCN2C(=O)c2ccccc2)nc1 (stereo not drawn)
2.3 | CCN(CC)CCn1c(-c2ccc(C)cc2)nc(=S)c2c1CC(C)(C)OC2
-0.7 | CC1=Nc2ccccc2N=C(NC(=O)CSc2nnnn2-c2ccccc2)C1c1ccccc1 (stereo not drawn)
0.2 | O=C(CN(C(=O)CNC(=O)c1ccco1)c1ccc(F)cc1)NC1CCCCC1
0.2 | Cc1nc2ccc(NC(=O)c3nn(CC(C)C)c(=O)c4ccccc34)cc2s1
-0.6 | CC(C)[C@@H](CO)NC(=O)[C@H]1O[C@@H](n2cnc3c(N)ncnc32)[C@H](O)[C@@H]1O
10.3* | CC(C)(C)NC(=O)C(c1ccco1)N(Cc1ccc(F)cc1)C(=O)c1snc(C(N)=O)c1N (stereo not drawn)
-0.6 | C[C@H]1[C@@H](NC(=O)C2CCOC2)CC[C@@]23CCCN2C(=O)CCC[C@@H]13 (stereo partly drawn)

Additional results follow:
TTR transcr act | structure
-2.3 | Cc1cc(/C=C2\Cc3ccccc3C2=O)c(C)n1-c1ccccc1
-1.5 | CCCOc1ccc(-c2nc(C#N)c(N3CCC(C(N)=O)CC3)o2)cc1
-0.7 | COc1ccccc1-c1cc2nc(C)c(CCC(=O)NC(C)CCc3ccco3)c(C)n2n1 (stereo not drawn)
-1.0 | CCc1c(C(=O)N2CCOCC2)csc1C
-1.1 | CCOC(=O)c1ccc(NC(=S)NCCc2ccc(OC)c(OC)c2)cc1
2.8 | O=C1[C@H]2[C@@H](c3ccc(C(F)(F)F)cc3)N[C@]3(CCCN(CC4CCCCC4)C3=O)[C@H]2C(=O)N1Cc1ccccc1
0.9 | CC(=O)Nc1nnc(CSCc2ccccc2F)s1
3.0 | CC(C(=O)NC1CCCC1)n1c(C2CC2)nc2ccccc21 (stereo not drawn)
-0.2 | CCOc1ccccc1CNC(=O)CCCc1cn(C)c2ccccc12
7.5 | O=c1cc(-c2ccc(O)c(-c3c(O)cc(O)c4c(=O)cc(-c5ccc(O)cc5)oc34)c2)oc2cc(O)cc(O)c12
-0.8 | CCCCCCC(=O)N1CCCC(c2nc(-c3cccc(OC)c3)no2)C1 (stereo not drawn)
0.4 | CN1C(=O)c2ccccc2N(C)C1c1cccs1 (stereo not drawn)
-1.7 | CCc1ccc(NC(=O)c2ccc(-n3cncn3)c([N+](=O)[O-])c2)cc1
-3.0 | CCOC(=O)c1ccc(N2C(=O)c3n[nH]c(C)c3C2c2ccc(OC)cc2)cc1 (stereo not drawn)
0.3 | COc1ccc(N2CCN(C(=O)NCc3ccc(OC)c(OC)c3)CC2)cc1
1.2 | CCOC(=O)N1CCN(Cc2cn[nH]c2-c2cc3ccccc3o2)CC1
-0.9 | CCN(CCCNC(=O)C1CCC(=O)N1Cc1ccccc1Cl)c1cccc(C)c1 (stereo not drawn)
1.6 | COc1ccc(C(=O)COC(=O)c2ccc3ccccc3n2)cc1
-0.8 | COc1ccc(C2C=C(c3ccc(F)cc3)NC(=S)N2)cc1OC (stereo not drawn)
1.7 | O=C(CSc1nccc(=O)[nH]1)NC1CCCCCCC1
6.4 | Cc1ccc(S(=O)(=O)c2nc(-c3ccccc3)oc2NCCCN2CCOCC2)cc1
-1.5 | O=C(Nc1ccc2oc(-c3ccncc3)nc2c1)c1ccc(F)cc1
0.1 | COc1cc2c(cc1OC)C(c1ccc([N+](=O)[O-])cc1)NC(=O)C2 (stereo not drawn)
0.1 | O=C(CSc1nc2ccccc2c(=O)[nH]1)N1CCCCC1
-1.1 | O=C(Cc1ccc(Cl)c(Cl)c1)Nc1ccc(S(=O)(=O)Nc2ncccn2)cc1
5.8 | CC(=O)NC12CC3CC(C1)CC(C(=O)N1CCN(S(=O)(=O)c4ccccc4C#N)CC1)(C3)C2
-1.4 | CCOC(=O)c1c(NC(=O)c2ccccc2Cl)sc2c1CCc1ccccc1-2
-2.9 | CCOC(=O)N1CCN(CC(O)COc2ccccc2C(C)(C)C)CC1 (stereo not drawn)
0.3 | O=C(O)CCc1nn2c3ccccc3n(CC(=O)O)c2nc1=O
-2.0 | COc1ccc(C(C)(NC(C)=O)c2nc(-c3cc(F)cc(F)c3)cs2)cc1 (stereo not drawn)
-0.5 | C/C(=N\OCC(=O)Nc1ccc(Br)cc1)c1cccs1
1.4 | CC(Oc1cccc(Br)c1)C(=O)Nc1cccc(S(=O)(=O)N2CCOCC2)c1 (stereo not drawn)
-1.2 | COc1ccc(Nc2nnc(SCc3cc(=O)n4ccsc4n3)s2)cc1
4.7 | COc1ccc(-c2nnc(SCC(=O)c3ccco3)n2-c2ccccc2)cc1
1.4 | O=C(NNC(=O)c1ccccn1)c1cccc([N+](=O)[O-])c1
-0.6 | COc1ccccc1CNS(=O)(=O)c1c(C)noc1C
0.3 | Cn1ncc(Cl)c1C(=O)N1CCC(Cc2ccccc2)CC1
-1.1 | CCN(CC)C(=O)CSc1nnc(CNc2ccc(F)cc2)n1Cc1ccco1
0.4 | N#Cc1ccccc1CSc1nc(N2CCCCC2)nc(N2CCCCC2)n1
11.4* | Cn1c(=O)cc(SCC(=O)NCc2ccco2)c2ccccc21

Looked up above:
Entry of `COc1ccccc1CNS(=O)(=O)c1c(C)noc1C` in TTR transcr act: -0.6
Entry of `C/C(=N\OCC(=O)Nc1ccc(Br)cc1)c1cccs1` in TTR transcr act: -0.5
Entry of `COc1ccc(-c2nnc(SCC(=O)c3ccco3)n2-c2ccccc2)cc1` in TTR transcr act: 4.7
Entry of `Cn1ncc(Cl)c1C(=O)N1CCC(Cc2ccccc2)CC1` in TTR transcr act: 0.3

Next section.
TTR transcr act | structure
4.1 | Cc1cccc(-c2nc(C#N)c(NCC3CCCO3)o2)c1 (stereo not drawn)
0.4 | CC[C@]12c3[nH]c4cc(CCC(=O)N(C)C)ccc4c3CCN1C(=O)[C@@H](CC(=O)NCc1ccco1)C[C@@H]2C(=O)N1CCN(C(=O)C2CC2)CC1
0.5 | Cc1nc(Cl)c(C(=O)NCc2ccccc2)c(C)c1Cl
0.1 | C[C@H]1[C@@H](OC(=O)Nc2ccc(C#N)cc2)CC[C@@]23CCCN2C(=O)CCC[C@@H]13
-1.2 | CCOc1ccc(CCNC(=O)COC(=O)/C=C/c2ccc(C)o2)cc1OCC
5.1 | COC(=O)COc1cc(Br)c(/C=C2/SC(=O)N(CC(=O)N3CCCC3)C2=O)cc1OC
-0.2 | CCNC(=O)C1(C)CCCN1C(=O)c1ccc(-c2ccccc2)cc1 (stereo not drawn)
-2.4 | Cn1nccc1C(=O)N1CCC(Cc2ccccc2)CC1
1.6 | C[C@@H]1CN([C@@H](C)CO)C(=O)c2cc(C#CCN(C)C)cnc2O[C@H]1CN(C)Cc1ccc2c(c1)OCO2
1.2 | CC(C)C(=O)Nc1ccc2c(c1)Cc1cc(NC(=O)C(C)C)ccc1-2

Part of the list above in order of count of non-hydrogen atoms, lowest first.
TTR transcr act | structure
0.5 | Cc1nc(Cl)c(C(=O)NCc2ccccc2)c(C)c1Cl
-2.4 | Cn1nccc1C(=O)N1CCC(Cc2ccccc2)CC1
0.1 | C[C@H]1[C@@H](OC(=O)Nc2ccc(C#N)cc2)CC[C@@]23CCCN2C(=O)CCC[C@@H]13
-1.2 | CCOc1ccc(CCNC(=O)COC(=O)/C=C/c2ccc(C)o2)cc1OCC
0.4 | CC[C@]12c3[nH]c4cc(CCC(=O)N(C)C)ccc4c3CCN1C(=O)[C@@H](CC(=O)NCc1ccco1)C[C@@H]2C(=O)N1CCN(C(=O)C2CC2)CC1

The results go on:
TTR transcr act | structure
-0.2 | O=c1nc(-c2ccccc2)c2cc(SC(F)F)ccc2[nH]1
-1.0 | Cc1ccc(N(CC(=O)NC2CCCC2)C(=O)CCC(=O)Nc2ccccn2)cc1
0.3 | COc1ccc(OC)c2[nH]c(=O)c(CCNC(C)=O)cc12
-1.0 | CCCCCCN1C[C@@H](O)[C@H](n2cc(C3CC3)nn2)C[C@@H]1c1ccc(Cl)cc1
2.6 | Cc1nc(SCc2nc3ccccc3[nH]2)c2oc3cc(Br)ccc3c2n1
-0.6 | CCN1C(=O)[C@H]2[C@H]3CN=C(SCc4ccc(Cl)cc4)N3[C@@](C)(C(=O)OC)[C@H]2C1=O
0.3 | CC1=NNC(=O)C1CC(=O)N/N=C/C(C)=C/c1ccccc1 (stereo not drawn)
-0.6 | O=C(NC(=S)NCc1cccnc1)c1ccccc1[N+](=O)[O-]
-1.3 | Cc1cnccc1CN(C)C(=O)C1CCC(=O)N(Cc2ccccc2F)C1 (stereo not drawn)
0.7 | Cc1ccccc1NC(=S)NC(C)CCc1ccccc1 (stereo not drawn)
2.8 | O=C(NCCCNC(=O)c1ccco1)c1ccc(Cl)cc1
2.5 | COc1ccc(C(=O)COC(=O)c2sc(C)nc2C)cc1F
-6.2 | C1=C(CCNc2ncnc3c2[nH]c2ccccc23)CCCC1
2.1 | CC(C)CN1CCC(=O)N([C@H](CO)c2ccccc2)CC1
1.3 | CC1CN(S(=O)(=O)c2ccc(C(=O)O)cc2)CC(C)O1 (stereo not drawn)
-1.2 | Cc1nccn1-c1cc(C(C)(C)C)nc2c(-c3ccccc3)cnn12
-1.7 | COc1ccc(OC)c(NC(=O)C2CCN(c3cc(-c4ccccc4)nc4ncnn34)CC2)c1

Retrieved by compound from above (six):
TTR transcr act | structure
-6.2 | C1=C(CCNc2ncnc3c2[nH]c2ccccc23)CCCC1
2.8 | O=C(NCCCNC(=O)c1ccco1)c1ccc(Cl)cc1
2.1 | CC(C)CN1CCC(=O)N([C@H](CO)c2ccccc2)CC1
2.5 | COc1ccc(C(=O)COC(=O)c2sc(C)nc2C)cc1F
1.3 | CC1CN(S(=O)(=O)c2ccc(C(=O)O)cc2)CC(C)O1 (stereo not drawn)
-1.2 | Cc1nccn1-c1cc(C(C)(C)C)nc2c(-c3ccccc3)cnn12

Bioassay records from PubChem BioAssay.

Not all compounds are listed; the hit share may differ from the screen's.
